Compound activity as filed in PubChem.
SIRT5 inh: blocks human SIRT5 desuccinylation of peptide. inhibition, % at 15 µM. Purified SirT5, succinyl-peptide AMC, trypsin-coupled fluorescence. Q9NXA8. 330,000 tested, 1.1% active; in the data active = inhibition above about 15%
Target sequence (Q9NXA8 whole entry, looked up): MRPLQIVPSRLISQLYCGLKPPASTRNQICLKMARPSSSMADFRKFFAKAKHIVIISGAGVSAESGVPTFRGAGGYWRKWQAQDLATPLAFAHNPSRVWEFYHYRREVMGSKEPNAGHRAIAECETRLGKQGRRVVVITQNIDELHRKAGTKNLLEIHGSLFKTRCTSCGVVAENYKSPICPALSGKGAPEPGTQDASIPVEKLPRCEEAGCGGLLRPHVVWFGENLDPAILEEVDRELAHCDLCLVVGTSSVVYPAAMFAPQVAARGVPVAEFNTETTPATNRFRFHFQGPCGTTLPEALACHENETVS
S100A4 MyoIIA: S100A4-myosin IIA interaction inhibition. 360,000 tested, 0.14% active. inhibition, % at 10.7 µM. S100A4/TAMRA-MyoIIA peptide fluorescence polarization. AID 652163;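 active = mean inhibition of at least 70% across replicates, with every replicate also reaching that level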
Target sequence (P26447 whole entry, looked up): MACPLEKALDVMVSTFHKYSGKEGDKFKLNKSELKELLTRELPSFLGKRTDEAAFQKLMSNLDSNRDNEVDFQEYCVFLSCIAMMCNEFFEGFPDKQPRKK
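Assay system: human S100A4 monomer with TAMRA-labelled myosin IIA peptide / Buffer or medium: Calcium-containing HEPES buffer, pH 7.2 / Reagent: TAMRA-labelled myosin IIA heavy-chain peptide probe, 5 nM / Compound: one dose per compound / Timing: polarization read 5 min after assay mix addition, stable 5–60 min / Benchmarks: neutral control DMSO, positive control TFP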
PGC1a acetyl inh: lowers PGC1a acetylation signal in U2OS cells. AlphaScreen anti-acetyl-lysine; with virally co-expressed GCN5 acetyltransferase. inhibition, % at 15.6 µM. 350,000 tested, 0.17% active;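 active = every replicate shows inhibition of at least 40%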;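 also: 0% = neutral control wells and 100% = positive control wells; some results beyond the cut were filed as inactive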
ERAP1 inh: blocks human ERAP1 aminopeptidase activity. Q9NZ08. recombinant ERAP1, Leu-AMC fluorescence, 60 min. 340,000 tested, 0.15% active. inhibition, % at 10.7 µM;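 active = mean replicate inhibition of at least 30%, or all replicates individually reaching that 30% level; inactive = mean below 30% and not every replicate reaching it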;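 also: 0% = neutral control wells and 100% = L-leucinethiol positive control wells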
LGR2 antag: Drosophila LGR2 receptor signaling inhibition. HEK293 LGR2, CRE-luciferase, bursicon-stimulated, 4 h. inhibition, % at 9.99 µM. 380,000 tested, 0.35% active. AID 720647;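 active = drop in luminescence signal, shown as inhibition above about 50% in the replicate tests, limit read from the data, passing the limit was not always enough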;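 also: agonist challenge used bursicon conditioned medium at about half maximal strength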
XiGFP reactiv: X-chromosome reactivation activator; XiGFP mouse fibroblasts, % GFP-positive cells imaging, 3 d; cells co-treated with 5-aza-dC sensitizer; scaled so ellipticine positive control = 100%; activation, % at 7.58 µM; 360,000 tested, 0.055% active; AID 743238;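 active = mean normalized replicate activation at least 10% and every replicate at or above 10%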;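 also: 0% = median of on-plate neutral control wells and 100% = ellipticine 6 µM median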
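Assay system: SV40-immortalized XiGFP fibroblast cells, line 68-5-11; buffer or medium: DMEM plus 5-aza-dC sensitizer; compound: one concentration, pinned; timing: compounds 3 days, fix/stain 15 min at room temperature; benchmarks: positive control ellipticine, 6 µM final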
Cneo AK release: Cryptococcus neoformans lysis via adenylate kinase release. AID 651654. C. neoformans lysis, adenylate kinase release luminescence, 4 h; normalised: neutral wells 0, clomiphene wells 100. lysis activity, % at 15 µM. 360,000 tested, 0.2% active;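 active = mean lysis activity across replicates of at least 80%, whatever share of replicates individually reach that level; inactive = mean lysis activity below 80%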
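Material – log-phase Cryptococcus neoformans yeast cells · Input – 5 × 10^6 yeast cells/mL · Medium – fresh YPD growth medium · Doses – single compound concentration per well · Timing – static 4 h at 37 °C with compound, 1 h detection · Detection – adenylate kinase release luminescence · Read-out – signal increase indicating cell lysis · Control set – Clomiphene as positive lysis control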
Statin myotox sup: protects C2C12 myotubes from simvastatin toxicity; ATP luminescence, 48 h; scaled: DMSO 0, geranylgeraniol control 100; rescue of ATP level, % at 7.49 µM; 330,000 tested, 0.78% active;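 active = mean ATP rescue above about 67%, or every replicate alone reaching that limit, limit read from the data, passing the limit was not always enough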;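 also: myotubes were challenged with 10 µM simvastatin during compound exposure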
The depositor's hits bear a star; nt = not tested or not shown; & = joins results of further samples. An excerpt, so the mix of outcomes need not match the whole.

SMILES	SIRT5 inh	S100A4 MyoIIA	PGC1a acetyl inh	ERAP1 inh	LGR2 antag	XiGFP reactiv	Cneo AK release	Statin myotox sup
CC(C)CN1CCC1(C)C(=O)Nc1cc(-c2ccccc2)nn1C (centres undefined)	-1	-3	5	1	-13	0.4	2	-24
O=C(CCNS(=O)(=O)c1ccccc1)NCCCc1ccccc1	0	6	5	0	6	-0.1	-3	16
O=C(C[C@H]1C[C@H]2c3cc(NC(=O)Cc4ccncc4)ccc3O[C@H]2[C@H](CO)O1)NCc1cc(F)ccc1F	7	-6	-16	1	10	-0.1	4	7
C#CCNc1c(C)c(C)nc2ncnn12	nt	nt	2	nt	16	nt	-2	17
CC(C)(C)S(=O)(=O)c1ccccc1-c1noc(-c2ccccc2)c1C(N)=O	-3	-3	13	nt	nt	0.0	-1	nt
COc1cccc(CN2C(=O)c3ccccc3S2(=O)=O)c1	-2	3	3	2	7	0.1	-1	-13
CC1(C)CC(N2CCCCC2)=CC(=[N+]2CCCCC2)C1	6	1	-2	4	9	-0.2	-1	-85
CCOC(=O)N1CCN(C(=O)/C(=C\c2ccc(SC)cc2)NC(=O)c2ccccc2)CC1	0	-1	-3	-3	18	0.3	nt	nt
CCc1ccc(Nc2ncnc3nc[nH]c23)cc1	-4	3	-7	0	-56	-0.1	-20	-5
CCCSc1ccc2nc(NC(=O)OC)[nH]c2c1	3	-3	-22	-1	nt	0.5	2	-54
CCc1cc2c(=O)n(CC(C)C)cnc2s1	-1	-4	6	3	-26	-0.1	-1	nt
Cn1nccc1C(=O)N/N=C/c1c(O)ccc2ccccc12	4	5	nt	9	6	0.4	-1	-33
CCN(CC)CCN1C(=O)C2C(C(=O)Nc3cccc(C)c3)C3C=CC2(O3)C1C(=O)NC1CCCC(C)C1C (centres undefined)	19*	6	-15	0	-2	0.4	-1	-22
Cc1ccc(NC(=O)c2oc3ccc(S(=O)(=O)N4CCOCC4)cc3c2C)cc1C	nt	nt	-3	nt	-1	nt	-1	-116
Cc1ccc(OCC(=O)NNC(=O)c2ccc(-n3cncn3)c([N+](=O)[O-])c2)cc1	-1	-3	nt	-2	2	0.0	nt	nt
Cc1ccc(S(=O)(=O)N2CCCN(C(=O)c3cc4ccccc4[nH]3)CC2)cc1	0	-6	0	1	-7	0.4	0	nt
CC1CN(C(=O)COC(=O)c2cncc(Br)c2)CC(C)O1 (centres undefined)	nt	-2	5	-1	-9	0.1	8	7
COc1ccccc1CN1C[C@@H]2C[C@@H](c3ccc(Cl)cc3)N3CCC[C@@]23C1=O	0	-6	17	0	17	0.0	-13	-7
COc1ccc(NC(=O)Nc2ccc3c(c2)C(=O)N([C@@H](C)CO)C[C@@H](C)[C@H](CN(C)C)OCCCC[C@H](C)O3)cc1	-5	25	-1	2	8	0.0	2	-4
CCN(c1ccccc1)S(=O)(=O)c1cc2c(cc1C)N(C)CCO2	0	0	12	2	1	0.2	0	14
CCCOC(=O)C[N+](C)(C)CCOC1CC2CCC1(C)C2(C)C (centres undefined)	-3	2	nt	nt	-6	-0.2	nt	nt
CCOC(=O)C1C(c2cccc(F)c2)NC(=S)NC1(O)C(F)(F)F (centres undefined)	nt	nt	-3	nt	-7	0.5	2	98*
CC(C)(C)OC(=O)N1CCC(NC(=O)c2[nH]cnc2C(=O)N[C@@H](Cc2ccccc2)C(=O)OCc2ccccc2)CC1	nt	0	-9	0	17	0.6	3	4
CC(CCc1ccccc1)NC(=O)CN1CCc2ccccc2C1 (centres undefined)	0	-8	nt	-2	0	0.0	-1	7
CCc1ccc(OCc2nnc(-c3ccccc3Br)o2)cc1	-4	0	1	-4	-25	0.1	-4	-3
O=C1C=C(c2cccc3c2oc2ccccc23)CCC1	-1	-2	nt	-1	-27	-0.1	-1	16
O=S(=O)(N[C@@H]1CC[C@@H](CCn2cc(C3CC3)nn2)O[C@@H]1CO)c1ccc(F)cc1	0	-37	-2	-1	2	-0.4	21	-2
O=C(C[C@@H]1CC[C@H]2[C@@H](COC[C@H](O)CN2C(=O)c2cnccn2)O1)NCc1ccc(Cl)cc1	9	15	-5	1	-12	0.0	4	-24
C[C@H](CO)N1C[C@H](C)[C@@H](CN(C)C(=O)Nc2cccc(F)c2)Oc2ncc(C#CCN(C)C)cc2C1=O	8	3	1	-2	-2	0.0	0	2
NS(=O)(=O)c1ccc(Nc2ccc([N+](=O)[O-])c3nonc23)cc1	1	-9	8	11	5	0.4	-1	11
O=C(CN1C(=O)CSc2ccc(S(=O)(=O)N3CCOCC3)cc21)NCc1cccnc1	-7	-7	-11	3	-7	0.2	nt	nt
CCS(=O)(=O)Nc1ccc2c(c1)C(=O)N(C)[C@@H]1CC[C@H](CC(=O)Nc3ccccc3)O[C@H]1CO2	1	-4	2	0	-14	0.1	0	-20
COc1ccc2c(c1)CC/C(=C\Nc1ccc3c(c1)OCO3)C2=O	-1	-4	-13	5	-34	nt	-2	-17
COc1ccc(-n2c(-c3ccc(Cl)cc3)c[n+]3c2CCc2ccccc2-3)cc1	1	-1	-36	-3	0	0.2	nt	-192
O=C(Nc1ccccc1F)N[C@H]1CC[C@H](CCNC(=O)C2CCCC2)O[C@@H]1CO	3	-10	0	0	9	0.0	-3	-9
Cc1ccc(NC(=O)c2ccc(OC(F)F)cc2)cc1S(=O)(=O)N(C)C	0	-6	1	3	-31	0.3	-3	-6
Cc1noc(C)c1CCC(=O)N1CCCC(CCC(=O)NCc2ccc(F)c(F)c2)C1 (centres undefined)	1	-35	nt	-2	12	0.0	nt	nt
Cc1ccc(/C=C/C(=O)NCc2cccs2)o1	-4	5	-3	-6	12	-0.1	nt	nt
CCSc1ccc([C@@H]2[C@@H]3C(=O)N(CC)C(=O)[C@@H]3[C@]3(C(=O)OC)CCCCN23)cc1OC	nt	0	-1	nt	-9	-0.3	2	4
C[C@@H]1CCCCO[C@H](CN(C)Cc2ccccc2)[C@H](C)CN([C@H](C)CO)C(=O)c2cc(NC(=O)NC3CCCCC3)ccc2O1	4	5	-13	2	0	-1.1	2	nt
O=P(CCO)(c1ccccc1)c1ccccc1	1	16	nt	0	nt	0.0	nt	nt
CN(C)C(=S)Nc1ccc(Cc2ccncc2)cc1	-4	5	4	-2	-11	0.5	-2	5
COc1ccccc1C(=O)N1C[C@H]2[C@@H](c3ccccc31)[C@H](CO)N2C(=O)C1CC1	0	-2	-6	1	8	0.0	-2	-1
OC[C@H]1[C@H](c2ccc(C#Cc3ccccc3)cc2)[C@H]2CN(Cc3cncnc3)CCCCN21	-3	-8	-3	0	-13	0.0	1	nt
COc1cc(C(=O)COC(=O)C2CCCCC2)cc(OC)c1OC	-1	-14	0	3	-26	0.0	0	-3
Cc1cnc(C(=O)OCC(=O)Nc2ccccc2[N+](=O)[O-])cn1	0	-3	23	-4	6	-0.1	-1	0
CCCN(C)C[C@@H]1OCCCC[C@@H](C)Oc2ccc(NS(=O)(=O)c3cccs3)cc2C(=O)N([C@H](C)CO)C[C@@H]1C	-5	-12	8	-85	22	-0.6	-1	nt
COCCN1C(=O)N(c2cccc(C)c2)C(=O)C1CC(=O)Nc1ccc(OC)cc1 (centres undefined)	2	-1	-12	5	6	0.0	-1	2
O=[N+]([O-])c1ccc(/C=C/c2ccc3ccccc3n2)cc1	-1	7	8	-2	54*	0.0	-7	-35
Cc1cc(C)cc(NC(=S)N2CCC(NC(=O)C3CCCCC3)CC2)c1	-1	9	11	0	2	0.1	4	2
COc1cccc(-c2ccc(CC[C@H]3O[C@H]4CC[C@@H](CO)O[C@H]4C[C@H]3NC(=O)c3cnccn3)cc2)c1	5	-3	-10	5	nt	nt	nt	nt
COc1ccc(S(=O)(=O)NCc2ccccn2)cc1NC(=O)c1ccc(Cl)cc1	0	-10	-4	0	-10	0.0	-2	-5
C[C@H](CO)N1C[C@H](C)[C@@H](CN(C)Cc2ccccc2)Oc2ccc(NC(=O)Cn3cnnn3)cc2C1=O	1&0	2&-12	nt	-3&-1	-4&8	-0.1&0.5	-5&-3	-6&5
Fc1ccc(CSc2nnc(-c3cccnc3)o2)cc1	-4	9	nt	-3	-1	1.2	nt	nt
Cc1nn(-c2ccccc2)c(N2CCCC2)c1/C=N/NC(=O)c1cc(-c2ccccc2)nc2ccccc12	-3	-6	3	6	10	0.2	2	nt
CCN(CC)CCNC(=O)c1ccc(NC(=O)c2cccc(S(=O)(=O)N3CCc4ccccc43)c2)cc1	-4	4	nt	1	16	0.6	nt	-65
CCCN(C)C[C@@H]1Oc2cc(-c3cncnc3)ccc2S(=O)(=O)N([C@@H](C)CO)C[C@@H]1C	nt	nt	-5	nt	11	-0.9	nt	-2
CC(NCC(O)COc1ccc(S(=O)(=O)N2CCOCC2)cc1)c1ccccc1 (centres undefined)	-6	-2	nt	-2	-20	-0.1	nt	nt
N/C(=N\OC(=O)c1cccc2ccccc12)c1ccncc1	-2	-3	nt	-2	-34	0.1	nt	13
O=C(NCCc1c[nH]c2ccccc12)C1CCN(S(=O)(=O)c2ccccc2)CC1	0	-4	0	-5	9	0.3	-4	-5

Overlap with the part before: 5 entries, followed by the next part.
SMILES	SIRT5 inh	S100A4 MyoIIA	PGC1a acetyl inh	ERAP1 inh	LGR2 antag	XiGFP reactiv	Cneo AK release	Statin myotox sup
CCN(CC)CCNC(=O)c1ccc(NC(=O)c2cccc(S(=O)(=O)N3CCc4ccccc43)c2)cc1	-4	4	nt	1	16	0.6	nt	-65
CCCN(C)C[C@@H]1Oc2cc(-c3cncnc3)ccc2S(=O)(=O)N([C@@H](C)CO)C[C@@H]1C	nt	nt	-5	nt	11	-0.9	nt	-2
CC(NCC(O)COc1ccc(S(=O)(=O)N2CCOCC2)cc1)c1ccccc1 (centres undefined)	-6	-2	nt	-2	-20	-0.1	nt	nt
N/C(=N\OC(=O)c1cccc2ccccc12)c1ccncc1	-2	-3	nt	-2	-34	0.1	nt	13
O=C(NCCc1c[nH]c2ccccc12)C1CCN(S(=O)(=O)c2ccccc2)CC1	0	-4	0	-5	9	0.3	-4	-5
Cc1ccc(C)n1-c1nnc(N2CCC(C(=O)N3CCN(C)CC3)CC2)s1	nt	0	-1	nt	-18	0.1	-2	2
Cc1cccc(N(CC(=O)NCc2ccccc2)C(=O)CCC(=O)Nc2nccs2)c1	3	-5	nt	-2	12	0.0	1	1
CN=C1NN=C(c2cc(C)n(-c3ccc(Cl)cc3)c2C)CS1	2	25	4	0	-16	0.1	nt	nt
O=C(Nc1c[nH]c(=O)[nH]c1=O)c1ccccc1Br	-1	-3	0	-1	1	-0.1	-2	1
C[C@@H](NC(=O)C[C@H]1C[C@@H]2c3cc(NC(=O)c4ccc5c(c4)OCO5)ccc3O[C@@H]2[C@@H](CO)O1)c1ccccc1	3	-30	-9	-1	12	0.0	-10	0
O=C(O)C[C@H]1C[C@H]2c3cc(NC(=O)Nc4ccccc4F)ccc3O[C@H]2[C@@H](CO)O1	6	-8	7	-4	-13	-0.1	9	-4
COc1cccc(-c2cnc3c(c2)C(=O)N([C@H](C)CO)C[C@H](C)[C@@H](CN(C)C(C)=O)O3)c1	4	4	-8	-1	-3	-0.9	0	9
Cc1ccc(C)c(Cn2nnc(C(=O)Nc3ccc4c(c3)OCCO4)c2N)c1	-3	3	nt	3	-25	0.0	-2	10
